Screens (PubChem)
A549 proliferation = A549 NSCLC cell proliferation inhibitors – ATP luminescence, human non-small cell lung line, primary screen (AID 371); A549 growth inhibition, ATP luminescence; hits give high values; growth inhibition, % at 10 µM; actives 8.4% (n = 3,300);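 active means mean growth inhibition over the two runs of 50% or more; inactive means mean growth inhibition under 50%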;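 further: compound exposure lasted 72 h before the ATP read; 0% = untreated cell signal and 100% = no luminescence left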
AID772 = HT29 colon tumor cell growth inhibition, primary screen, imaging, high content imaging, 72 h, CellTiter-Glo (AID 772). growth inhibition, % at 10 µM. HT29 cell growth, HCS imaging cell count, 72 h; hits give high values. actives 0.6% (n = 3,300);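 active means growth inhibition above 90%, meaning viable cell count cut by more than 90% versus vehicle controls; inactive means growth inhibition below 90%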
AID364 = cytotoxicity toward Jurkat T cells, primary screen, cell-based, Jurkat E6.1, NIH starter set (AID 364); inhibition, % at 4 µM; hits with a dose series show CC50 in µM; Jurkat E6.1 viability, ATP luminescence, 48 h; higher % means a stronger effect; actives 2% (n = 3,300);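 active means concentration giving half-maximal inhibition at or below 20 micromolar; inactive means half-maximal concentration above 20 micromolar, or not dose tested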;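 further: 100% = cells treated with 4 µM doxorubicin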
HT29 cell growth-1 = HT29 colon tumor cell growth inhibition, primary screen, imaging, high content imaging, 48 h, CellTiter-Glo (AID 771); HT29 cell growth, HCS imaging cell count, 48 h; hits give high values; growth inhibition, % at 10 µM; actives 2% (n = 3,300);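 active means growth inhibition above 90%, meaning viable cell count by imaging cut by more than 90% versus vehicle controls; inactive means growth inhibition below 90%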;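 further: percent fewer viable cells counted by imaging than vehicle controls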
HT29 cell growth-2 = HT29 colon tumor cell growth inhibition, primary screen, imaging, high content imaging, 24 h, CellTiter-Glo (AID 770). HT29 cell number by imaging, 24 h; hits give high values. growth inhibition, % at 10 µM. 3,300 tested, under 10 active;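 active means growth inhibition above 90% in viable cell count at a single dose; inactive means growth inhibition below 90%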
HT29 cell growth-2 condensed nuclei = further read-out of HT29 cell growth-2, marked with its call; condensed nuclei, %; measured here: percent cells with condensed nuclei;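 share of cells whose nuclear area falls below control median minus 1.5 SD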
HT29 cell growth-2 ATP viability = recorded beside HT29 cell growth-2, whose call it bears; growth inhibition, %; measured here: ATP CellTiter-Glo viability
HT29 cell growth-1 condensed nuclei = second read-out of HT29 cell growth-1, no call of its own (marks repeat the call); condensed nuclei, %; measured here: percent cells with condensed nuclei;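 condensed means Hoechst nuclear area under control median minus 1.5 SD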
HT29 cell growth-1 ATP viability = recorded beside HT29 cell growth-1, whose call it bears; growth inhibition, %; measured here: ATP CellTiter-Glo viability inhibition
AID772 condensed nuclei = recorded beside AID772, whose call it bears; condensed nuclei, %; measured here: percent cells with condensed nuclei;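 condensed means nuclear area below control median minus 1.5 SD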
AID772 second = also measured in AID772; calls as there; growth inhibition, %; measured here: ATP CellTiter-Glo viability
Active calls of the source: *; . = no result given. Not all compounds are listed; count on the stated rates, not on these rows.

item	SMILES	A549 proliferation	AID772	AID772 condensed nuclei	AID772 second	AID364	HT29 cell growth-1
1	Cc1nn(C)cc1CNC(=O)c1ccc(Br)o1	3.1	-122.5	2.9	-34.4	3.0%	-34.7
2	CN1CCN(CCCCC(=O)c2ccccc2)CC1	6.0	-75.9	2.6	-39.7	3.1%	-13.9
3	COc1ccc(C2CC(C(F)(F)F)n3ncc(C(=O)Nc4cccc(O)c4)c3N2)cc1OC (centres undefined)	8.0	3.2	6.6	-29.6	-7.6%	24.8
4	Cc1ccc(NC(=O)CSC2=C(C#N)C(c3ccc4c(c3)OCO4)CC(=O)N2)cc1C (centres undefined)	17.9	68.5	27.1	68.2	10.0%	46.8
5	CC(=O)[C@H]1[C@H](C#N)C[C@H]2[C@@H]3CC=C4C[C@@H](O)CC[C@]4(C)[C@H]3CC[C@@]21C	4.1	-24.1	4.8	12.9	9.3%	23.7
6	CN1CCN2c3ccccc3Cc3ccccc3C2C1 (centres undefined)	8.7	55.3	32.9	71.1	4.6%	54.2
7	COc1cccc(C2=CC(c3ccccc3)n3ncnc3N2)c1 (centres undefined)	11.9	59.4	4.3	-29.8	-12.0%	-3.5
8	c1ccc(-c2nnc(OCCN3CCOCC3)c3ccccc23)cc1	-0.1	-4.9	3.5	17.5	-13.5%	30.1
9	O=c1[nH]nc2n1CCCCC2	2.5	4.1	2.9	-19.4	2.4%	4.6
10	CCCCCCCCNC(C)C(O)c1ccc(SC(C)C)cc1 (centres undefined)	92.4*	37.4	20.4	97.6	16.9%	99.7*
11	N#Cc1nc(-c2ccc(F)cc2)oc1N1CCCC1	6.6	0.4	3.9	-6.6	3.2%	12.6
12	COc1ccc(N2CCN(C3CC(=O)NC3=O)CC2)cc1 (centres undefined)	1.2	-1.9	9.6	-15.8	2.8%	31.3

item	HT29 cell growth-1 condensed nuclei	HT29 cell growth-1 ATP viability	HT29 cell growth-2	HT29 cell growth-2 condensed nuclei	HT29 cell growth-2 ATP viability
1	1.4	-22.8	-2.2	2.8	-7.1
2	2.0	-16.3	18.3	8.3	-2.1
3	1.6	-3.6	32.3	4.0	8.1
4	6.2	23.2	-20.8	3.6	4.6
5	0.8	.	10.1	3.3	0.4
6	1.2	.	20.2	2.3	42.6
7	1.4	-18.1	12.9	4.1	-2.7
8	1.5	2.7	40.8	5.3	-1.5
9	0.3	-8.5	-68.8	1.8	-8.8
10	50.0*	.	74.0	26.5	74.6
11	1.5	-9.4	-9.8	3.4	-8.9
12	2.7	-24.6	-44.1	2.9	-8.6

A second format for part of the listing above.
1	Cc1nn(C)cc1CNC(=O)c1ccc(Br)o1
- A549 proliferation: 3.1
- AID772: -122.5
- AID772 condensed nuclei: 2.9
- AID772 second: -34.4
- AID364: 3.0%
- HT29 cell growth-1: -34.7
- HT29 cell growth-1 condensed nuclei: 1.4
- HT29 cell growth-1 ATP viability: -22.8
- HT29 cell growth-2: -2.2
- HT29 cell growth-2 condensed nuclei: 2.8
- HT29 cell growth-2 ATP viability: -7.1

2	CN1CCN(CCCCC(=O)c2ccccc2)CC1
- A549 proliferation: 6.0
- AID772: -75.9
- AID772 condensed nuclei: 2.6
- AID772 second: -39.7
- AID364: 3.1%
- HT29 cell growth-1: -13.9
- HT29 cell growth-1 condensed nuclei: 2.0
- HT29 cell growth-1 ATP viability: -16.3
- HT29 cell growth-2: 18.3
- HT29 cell growth-2 condensed nuclei: 8.3
- HT29 cell growth-2 ATP viability: -2.1

9	O=c1[nH]nc2n1CCCCC2
- A549 proliferation: 2.5
- AID772: 4.1
- AID772 condensed nuclei: 2.9
- AID772 second: -19.4
- AID364: 2.4%
- HT29 cell growth-1: 4.6
- HT29 cell growth-1 condensed nuclei: 0.3
- HT29 cell growth-1 ATP viability: -8.5
- HT29 cell growth-2: -68.8
- HT29 cell growth-2 condensed nuclei: 1.8
- HT29 cell growth-2 ATP viability: -8.8

4	Cc1ccc(NC(=O)CSC2=C(C#N)C(c3ccc4c(c3)OCO4)CC(=O)N2)cc1C (centres undefined)
- A549 proliferation: 17.9
- AID772: 68.5
- AID772 condensed nuclei: 27.1
- AID772 second: 68.2
- AID364: 10.0%
- HT29 cell growth-1: 46.8
- HT29 cell growth-1 condensed nuclei: 6.2
- HT29 cell growth-1 ATP viability: 23.2
- HT29 cell growth-2: -20.8
- HT29 cell growth-2 condensed nuclei: 3.6
- HT29 cell growth-2 ATP viability: 4.6

The main list resumes with the 2 entries that preceded the break.
item	SMILES	A549 proliferation	AID772	AID772 condensed nuclei	AID772 second	AID364	HT29 cell growth-1
11	N#Cc1nc(-c2ccc(F)cc2)oc1N1CCCC1	6.6	0.4	3.9	-6.6	3.2%	12.6
12	COc1ccc(N2CCN(C3CC(=O)NC3=O)CC2)cc1 (centres undefined)	1.2	-1.9	9.6	-15.8	2.8%	31.3
13	CC(=O)N1CC=C2C(C#N)=C(N)C(C#N)(C#N)[C@H](c3ccoc3)[C@H]2C1	5.2	-18.0	4.7	-23.2	8.6%	-1.6
14	CCN(CC)CCOC(=O)C1(C2CCCCC2)CCCCC1	38.2	15.0	3.0	-0.6	-6.0%	26.6
15	OC(CCCN1CCC(O)(c2ccc(Cl)cc2)CC1)c1ccc(F)cc1 (centres undefined)	27.8	39.1	14.2	57.4	16.0%	50.6
16	O=C(O)Cc1ccc(-c2ccccc2)cc1	3.7	-22.8	1.0	-2.5	1.8%	2.3
17	CCC(=O)Nc1ccc(-c2nnc(SCC(=O)NCC3CCCO3)n2C)cc1 (centres undefined)	-0.2	-21.2	4.2	-58.3	-10.3%	8.5
18	COc1cccc(C2C(C(=O)c3sc(C)nc3C)=C(O)C(=O)N2CCN2CCOCC2)c1OC (centres undefined)	-1.7	-18.6	5.1	-7.9	3.5%	9.8
19	O=C(Nc1ccccc1)c1cc(N2CCOCC2)nc2ccccc12	9.0	13.6	2.5	-22.6	0.0%	-16.9
20	Cn1c(=O)c2c(nc(NCc3ccco3)n2Cc2ccccc2Cl)n(C)c1=O	2.6	4.9	5.0	8.3	21.6%	36.5
21	Clc1ccc2c(c1)C(N1CCNCC1)=Nc1ccccc1O2	31.9	34.4	31.9	87.6	2.2%	81.6
22	COc1ccccc1N1CCN(CCOc2c(OC)cccc2OC)CC1	11.7	35.7	25.1	37.3	19.6%	57.1
23	CC(=O)Nc1cc2c(cc1Br)OCCO2	-4.4	35.0	3.2	27.9	4.2%	-54.9
24	COc1cccc(C(=O)NCC(=O)n2nc(C)cc2C)c1	-3.5	-58.4	1.3	-69.9	3.3%	-2.2

item	HT29 cell growth-1 condensed nuclei	HT29 cell growth-1 ATP viability	HT29 cell growth-2	HT29 cell growth-2 condensed nuclei	HT29 cell growth-2 ATP viability
11	1.5	-9.4	-9.8	3.4	-8.9
12	2.7	-24.6	-44.1	2.9	-8.6
13	2.9	-9.0	6.8	3.2	-12.8
14	3.0	.	-25.7	3.4	-17.2
15	1.7	.	18.8	3.5	8.9
16	3.4	.	0.7	1.8	-19.1
17	2.1	-17.8	3.3	3.0	-0.8
18	3.6	-5.1	26.4	2.3	-9.3
19	1.4	-12.3	-37.3	1.2	-1.4
20	2.3	3.8	4.3	1.7	6.0
21	9.9	.	18.4	3.5	13.4
22	1.6	37.2	29.1	4.3	32.4
23	3.7	1.3	-24.6	3.5	10.4
24	2.1	-15.9	11.9	3.9	1.3

As entered above:
cpd 19 | AID772 second = -22.6
cpd 17 | AID772 = -21.2

New compounds follow
item	SMILES	A549 proliferation	AID772	AID772 condensed nuclei	AID772 second	AID364	HT29 cell growth-1
25	COc1ccc(N(CN2C(=O)C3C4C=CC(C4)C3C2=O)C(=O)c2ccco2)cc1 (centres undefined)	4.0	85.6	13.5	9.3	6.9%	1.9
26	CCOC(=O)C(Oc1ccc(=O)[nH]n1)C(C)=O (centres undefined)	-6.0	-6.9	3.6	-59.3	6.9%	-4.6
27	Cn1c(=O)c2c(nc(Br)n2Cc2ccc3ccccc3c2)n(C)c1=O	23.4	57.1	5.1	9.5	13.9%	47.9
28	CCN(CC)CCOC(=O)c1c(C)n(C)c2ccc(OC)cc12	3.7	-57.1	3.8	-23.0	-4.7%	31.8
29	Cc1cc(=O)oc(C)c1C(=O)NCCc1ccccc1	5.4	46.2	1.4	-16.3	-5.1%	39.3
30	CS(=O)(=O)Nc1ccc([N+](=O)[O-])cc1Oc1ccccc1	13.5	-0.6	3.0	-20.2	-5.8%	-0.3
31	Cc1nn(CCO)c2c1C(=O)CCC2	4.2	-52.4	0.8	-26.0	-4.3%	21.3
32	CCOc1cccc(-c2nnc3sc(COc4ccccc4)nn23)c1	3.6	-9.8	8.6	-25.5	7.5%	58.3
33	COC(=O)c1ccc(Cn2nnc3c(sc4nc(N5CCOCC5)c5c(c43)CCCC5)c2=O)o1	3.3	68.4	9.4	40.2	5.3%	19.2
34	C=CCN=C(C)C1=C(O)CCC1=O	1.2	9.4	4.0	6.9	-11.7%	4.7

item	HT29 cell growth-1 condensed nuclei	HT29 cell growth-1 ATP viability	HT29 cell growth-2	HT29 cell growth-2 condensed nuclei	HT29 cell growth-2 ATP viability
25	0.6	-4.4	4.4	1.9	-1.1
26	2.5	-18.9	29.7	2.8	3.6
27	6.8	28.4	17.1	1.8	-0.8
28	8.5	7.6	11.8	5.0	-13.9
29	4.0	-10.9	27.4	4.1	-7.3
30	3.1	.	16.9	1.3	-24.9
31	3.4	-1.5	24.6	1.9	-2.0
32	1.0	-5.2	13.7	2.7	-6.9
33	2.7	11.1	-11.4	3.3	6.7
34	2.8	4.6	-21.7	1.6	-6.0
